# High-throughput results (PubChem BioAssay)
# TRb-SRC2 inh: disrupts binding of human TR beta to SRC2; TRbeta-SRC2 peptide binding, fluorescence polarization; receptor liganded with 1 µM T3; Potency, µM (series often up to 106 µM), without a hit: top-dose activity change, negative = inhibition, most hits filed as inhibitors; hit rate 0.065% among 280,000;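 note: plate controls were bound peptide for no effect and peptide without receptor for full effect; nearly all actives have a fitted effect of over 50% in size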
# Target sequence (P10828 whole entry, looked up): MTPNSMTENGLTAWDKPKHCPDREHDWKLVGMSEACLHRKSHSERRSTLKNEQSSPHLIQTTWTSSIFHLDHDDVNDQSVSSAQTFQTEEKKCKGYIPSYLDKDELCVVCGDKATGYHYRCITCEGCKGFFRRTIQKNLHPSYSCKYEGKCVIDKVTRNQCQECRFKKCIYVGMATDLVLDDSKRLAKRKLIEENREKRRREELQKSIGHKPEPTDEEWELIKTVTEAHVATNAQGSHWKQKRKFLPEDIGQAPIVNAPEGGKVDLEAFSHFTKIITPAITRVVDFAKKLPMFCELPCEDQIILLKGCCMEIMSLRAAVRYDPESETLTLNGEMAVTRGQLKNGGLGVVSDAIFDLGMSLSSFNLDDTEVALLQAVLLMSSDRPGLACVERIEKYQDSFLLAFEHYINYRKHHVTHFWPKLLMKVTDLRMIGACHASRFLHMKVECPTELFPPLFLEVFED
#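 A fluorescence polarization screen tested compounds at multiple concentrations against complex formation between 0.6 uM TRb ligand-binding domain and 20 nM Texas Red SRC2 peptide, with 1 uM T3 present; readout after 5 hr.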
# Tau FP inhib: tau fibrillization inhibition (FP); P10636; K18 P301L tau heparin fibrillization, Alexa594 FP, 6 h; Potency, µM (highest dose often 57.7 µM), without a hit: at the highest dose activity, negative = inhibition, actives largely listed as inhibitors; hit rate 0.39% among 280,000; note: % is set by controls: 0 for no effect and ±100 for the full control effect; nearly all actives have a fitted effect of over 55% in size
# Target sequence (P10636 561-689 P618L limits assumed): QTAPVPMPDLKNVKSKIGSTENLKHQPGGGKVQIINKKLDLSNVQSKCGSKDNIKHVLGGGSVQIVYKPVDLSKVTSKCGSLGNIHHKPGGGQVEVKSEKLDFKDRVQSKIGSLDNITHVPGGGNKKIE
#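 Human tau K18 […] P301L fragment, 15 uM unlabeled plus 0.24 uM Alexa 594-labeled tau (final), with compound and 20 uM heparin in 100 mM sodium acetate pH 7; 6 hr at 37 C, then Alexa 594 FP read.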
# Tau ThT inhib: blocks human tau fibril formation measured by thioflavin T. recombinant tau K18 P301L, heparin-induced fibrillization, ThT fluorescence. P10636. hit rate 2.1% among 270,000. Potency, µM (doses to about 57.4 µM), for inactives: at the top dose activity, negative = inhibition, actives largely listed as inhibitors. AID 1460; note: % is set by controls: 0 for no effect and ±100 for the full control effect; nearly all actives have a fitted effect of over 55% in size
#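 Tau K18 P301L fragment (15 uM unlabeled plus 0.24 uM Alexa 594-labeled) in 100 mM sodium acetate pH 7 with compound, fibrillization induced by 20 uM heparin for 6 hr at 37 C. Thioflavin T (30 uM) added, fluorescence read after 1 hr (ex 450, em 510 nm).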
# TR SRC2 fluor cs: counter-screen for TRb-SRC2 inhibitors: fluorescence interference | TRb/SRC2 Texas Red total fluorescence interference | Potency, µM (series often up to 106 µM), for inactives: top-dose fluorescence change, negative = quenching | hit rate 0.29% among 280,000; active = well fitted curve in either direction with a large enough effect; inconclusive = small, poorly fitted or top-dose-only effect; note: % is set by controls: 0 for no effect and ±100 for the full control effect
#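 Flags fluorescent or light-absorbing compounds by total fluorescence, S + 2P, at 555 nm excitation and 632 nm emission. Mixture: 20 nM Texas Red SRC2 peptide, 0.6 uM human TRb LBD, 1 uM T3, 5% DMSO; compound exposure 5 h at ambient temperature.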
# HTT cytoprotect: cytoprotection in Huntington HTT-Q103 PC12 cell model; AID 1471; hit rate 0.14% among 230,000; Potency, µM (top dose mostly 56.4 µM), for the others: cytoprotection (ATP increase), actives largely listed as activators; PC12 HTT-Q103 induced, cytoprotection, ATP luminescence, 40 h;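 note: % of control where 0% means no effect; nearly all actives have a fitted effect of over 45% in size; toxic huntingtin expression switched on by the ecdysone agonist tebufenozide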
#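 Huntington model: PC12 line, ecdysone-inducible HTTQ103 exon1–GFP, tebufenozide 100 nM. Test articles in a dose series. Endpoint luminescence from cellular ATP.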
# L3MBTL1 inh: L3MBTL1 (human) inhibition; hit rate 0.66% among 230,000; AID 485360; Q9Y468; AlphaScreen L3MBTL1–H3K9me1 peptide binding; Potency, µM (doses to about 57.1 µM), without a hit: top-dose activity, negative = inhibition, usual class: inhibitors; note: % is set by controls: 0 for no effect and ±100 for the full control effect; nearly all actives have a fitted effect of over 60% in size
#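 Read-out is AlphaScreen signal from streptavidin donor and nickel chelate acceptor beads (10 ug/mL final each) bridging L3MBTL1 (50 nM) and biotinylated K9-monomethylated H3(1-15) peptide (75 nM), after 30 min compound exposure at room temperature.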
# Tau fluor counter: counter-screen for tau fibril formation inhibitors. hit rate 0.93% among 280,000. AID 1463. tau K18 P301L Alexa594 fluorescence, heparin fibrillization. Potency, µM (series often up to 57.7 µM), for inactives: at the top dose activity change, negative = decrease; note: % is set by controls: 0 for no effect and ±100 for the full control effect; nearly all actives have a fitted effect of over 55% in size
#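 Human tau K18 P301L (15 uM unlabeled, 0.24 uM Alexa 594-labeled) in 100 mM sodium acetate pH 7 with 20 uM heparin, 6 hr at 37 C. ThT 30 uM added, 1 hr ambient; Alexa 594 FP and total fluorescence read at 555/632 nm.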
# RECQ1 inh: blocks DNA unwinding by human RECQ1 | P46063 | RECQ1 DNA unwinding, red fluorescence kinetic read | Potency, µM (series often up to 57.3 µM), without a hit: top-dose activity, negative = inhibition, hits mostly inhibitors | hit rate 0.54% among 240,000 | AID 2549;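 note: plate controls were vehicle for no effect and no enzyme for full effect; nearly all actives have a fitted effect of over 30% in size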
#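 50 nM RECQ1T1 preincubated 15 min with compound in Tris pH 8.0 buffer with MgCl2, DTT, Tween-20 and 2.5 ug/ml poly(dI-dC); started with 200 nM TAMRA/BHQ-2 forked duplex and 2 mM ATP. Unwinding read as fluorescence (525/598 nm), two reads 2 h apart.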
# * marks the source's active call; other numbers are inactive results; i = inactive; ? = inconclusive; . = not tested or not shown; [ ] = another dose, or the depositor's remark. Unless noted, calls come from the whole dose curve; as a rule, active = well fitted curve in the direction sought with a large enough effect; inconclusive = small, poorly fitted or top-dose-only effect, or another doubt; inactive = no such curve, though single readings can be large; an effect the other way counts as inactive or inconclusive. Potency is the fitted concentration of half-maximal effect. Not all compounds are listed, so the mix of outcomes need not match the whole.
nr | Molecule | TRb-SRC2 inh | Tau FP inhib | Tau ThT inhib | TR SRC2 fluor cs
1 | O=C(CCOc1ccccc1)Nc1nnc(-c2ccc3c(c2)OCCO3)o1 | 0% | 1% | -19% | -1%
2 | COCCN(CCOC)C(=O)c1cc2c(=O)n3ccccc3nc2n1C | -4% | 0% | -4% | ?
3 | CC1CCCN(C(=O)Cc2cn(Cc3cccc(Cl)c3)c3ccccc23)C1 (stereo unspecified) | -11% | 8% | -19% | -2%
4 | CCCOc1ccc(C(=O)Nc2ccc(NC(=O)c3ccc(Br)cc3)cc2)cc1 | -3% | -9% | ? | -1%
5 | O=C(COC(=O)/C=C/c1ccc(S(=O)(=O)N2CCc3ccccc32)cc1)NC1CCS(=O)(=O)C1 (stereo unspecified) | -14% | -10% | -8% | 1%
6 | O=C(CSc1nn(-c2ccc(F)cc2)c(=S)s1)N1CCN(C(=O)c2ccco2)CC1 | 2% | 2% | 4% | -2%
7 | CC1(C)CC(=O)c2sc(NS(=O)(=O)c3ccccc3)nc2C1 | -3% | 3% | 0% | -3%
8 | CCc1ccc(NC(=O)CSc2nc3c(sc4ccccc43)c(=O)n2CCCOC(C)C)cc1 | -10% | ? | 8% | -1%
9 | O=c1c2cc(Br)ccc2[nH]c(=S)n1Cc1ccccn1 | 2% | 1% | -9% | 1%
10 | O=C(OCCO)c1cc(Cl)c(C(=O)OCCO)cc1Cl | -1% | 3% | -7% | 2%
11 | CC(=O)Oc1cccc(N2C(=O)c3ccc(C(=O)Nc4c[nH]c(=O)[nH]c4=O)cc3C2=O)c1 | 2% | 3% | 1% | -1%
12 | CC(=O)Nc1ccc2nc(SCCOc3cc(C)cc(C)c3)sc2c1 | -2% | 13µM* | -12% | ?
13 | CCOC(=O)Cn1c(=O)n(C2CCCCC2)c2nc(-c3ccccc3Cl)nc(C(N)=O)c21 | 0% | -2% | -12% | -5%
14 | N/C(=N\OC(=O)CCC1CCCC1)c1ccncc1 | -2% | ? | 6% | -1%
15 | O=C(NCCC1=CCCCC1)C(=O)NCC(c1ccco1)N1CCN(c2ccc(F)cc2)CC1 (stereo unspecified) | 7% | 10% | -4% | -2%

nr | HTT cytoprotect | L3MBTL1 inh | Tau fluor counter | RECQ1 inh
1 | -15% | . | -15% | -8%
2 | . | . | -11% | .
3 | 8%[10 µM] | 0% | -15% | -12%
4 | . | . | -6% | .
5 | 2% | -6% | -23% | i
6 | 7%[10 µM] | 2% | -7% | i
7 | . | 9% | 3% | i
8 | . | . | -9% | .
9 | 4%[10 µM] | 5% | -10% | -5%
10 | -11% | 2% | -1% | i
11 | 8% | 2% | 6% | -4%
12 | . | . | ? | .
13 | . | . | -17% | .
14 | -27% | 5% | 2% | i
15 | 3%[10 µM] | 5% | -14% | -1%

nr | Molecule | TRb-SRC2 inh | Tau FP inhib | Tau ThT inhib | TR SRC2 fluor cs
16 | CCCSc1nc(NCc2ccco2)c2c3c(sc2n1)COC(C)(CC)C3 (stereo unspecified) | 3% | 0% | -15% | -4%
17 | Cc1cc(=O)oc(C)c1C(=O)Nc1ccc2ncccc2c1 | -1% | 3% | 3% | 2%
18 | COC(c1ccccc1)c1nnc(CCC(=O)NC2C3CC4CC(C3)CC2C4)o1 (stereo unspecified) | -7% | 4% | -7% | -4%
19 | O=C(Nc1ccccc1)OCc1cncs1 | -3% | -1% | 0% | -1%
20 | O=C(NCCSc1c[nH]c2ccccc12)c1ccc2c(c1)OCO2 | 0% | 13% | -12% | -2%
21 | CCCCSc1nnc2c(n1)OC(c1ccc(Br)s1)Nc1ccccc1-2 (stereo unspecified) | -2% | -1% | ? | -2%
22 | CCOC(=O)C1=C(C)OC(N)=C(C#N)C1c1cccc(C)c1 (stereo unspecified) | 17%[53 µM] | -9% | ? | -3%[53 µM]
23 | CCCS(=O)(=O)c1c(S(=O)(=O)CCC)c2cnccn2c1C(=O)c1ccc(CC)cc1 | 7% | -7% | ? | -2%
24 | CCN(CC)CCC/C(=N\O)C(O)(c1ccccc1)c1ccccc1 | 2% | 1% | -2% | -6%
25 | O=C(COc1ccccc1F)Nc1ccc2oc(-c3cccc(Cl)c3)nc2c1 | 6% | -16% | ? | 7%
26 | CCn1c(SCC(=O)OC(C)C)nnc1-c1ccccc1OC | 6% | 6% | -1% | -1%
27 | Cc1nn(C)c(C(=O)NNC(=S)Nc2ccc(F)cc2)c1[N+](=O)[O-] | -6% | 8% | -16% | -3%
28 | COC(=O)Cn1ncn2cccc2c1=O | 1% | -5% | -3% | -1%
29 | COc1ccc(OCC(=O)Nc2ccc(O)c(-c3nc4ccccc4s3)c2)cc1 | -3% | -18% | ? | -18%
30 | Cc1ccc(/C=N/NC(=O)Cc2cccn2C)s1 | 7% | 7% | 13% | 7%

nr | HTT cytoprotect | L3MBTL1 inh | Tau fluor counter | RECQ1 inh
16 | -31% | 3% | -17% | i
17 | -6% | . | -9% | i
18 | 13%[10 µM] | 9% | -6% | -2%
19 | -7% | 12% | 0% | i
20 | . | -7% | -24% | i
21 | . | . | -13% | .
22 | 0%[10 µM] | -2% | -5% | 15%
23 | 13%[1.9 µM] | -5% | -16% | -2%
24 | 10%[10 µM] | -14% | -9% | -11%
25 | . | . | -28% | .
26 | -30% | . | -3% | -7%
27 | -49%[inhibitor] | . | -11% | i
28 | -9% | 8% | -3% | -10%
29 | . | . | ? | .
30 | 3%[10 µM] | -5% | 11% | -1%

nr | Molecule | TRb-SRC2 inh | Tau FP inhib | Tau ThT inhib | TR SRC2 fluor cs
31 | O=c1c2cccc3c(N4CCOCC4)ccc(c32)c2nc3ccccc3n12 | -25% | -7% | ? | 11%
32 | CCOC(=O)CC(NC(=O)Cn1nnc(-c2ccc(Cl)cc2)n1)c1ccc(OC)cc1 (stereo unspecified) | -1% | ? | 6% | 5%
33 | CCOC(=O)C1=C(C)OC(N)=C(C#N)C1c1cc2cc(C)ccc2nc1N1CCCCC1 (stereo unspecified) | 9% | -12% | ? | -4%
34 | CCOc1cc(NC(=S)NCCOC)c(OCC)cc1NC(=O)c1cccs1 | 5% | 13% | -15% | -2%
35 | CC(=O)c1c(O)cc(C(C)C)n(-c2ccccc2)c1=O | -5% | 2% | -4% | 1%
36 | Cc1cccc(/N=C/c2c(O)[nH]c3ccccc23)n1 | -18% | 15% | ? | -8%
37 | COc1ccc2c(c1)C1=NN(/C(C)=C/C(C)=O)C(c3cccc(F)c3)C1CC2 (stereo unspecified) | 1% | 5% | ? | 1%
38 | Cc1ccc(S(=O)(=O)N(C(=O)c2ccncc2)c2ccc(OC(=O)c3ccncc3)cc2)c(C)c1 | -15% | 13% | ? | -2%
39 | CC1CC(C)CN(C(=O)c2cccc(S(=O)(=O)Nc3cc(C(F)(F)F)ccc3Cl)c2)C1 (stereo unspecified) | -2% | 3% | -15% | 0%
40 | CC(CN1CCN(C)CC1)OC(=O)c1cccc(Cl)c1 (stereo unspecified) | -1% | -3% | 0% | 1%
41 | CCOC(=O)C1(CCOc2ccccc2)CCN(Cc2cccc3c2OCO3)CC1 | -1% | 1% | -5% | -1%
42 | CC1CCCC(NC(=O)COC(=O)COc2ccccc2Cl)C1C (stereo unspecified) | -6% | -4% | -8% | -9%
43 | O=C(NCc1ccccc1)C1(c2cccc(F)c2)CCCC1 | 5% | 6% | 9% | 0%
44 | CCc1cccc(NC(=O)CC2Oc3ccc(C)cc3NC2=O)c1 (stereo unspecified) | -6% | -11% | 15% | ?
45 | CN1CCN(/N=C/c2ccc(OCc3ccccc3)cc2)CC1 | -3% | 7% | ? | -2%

nr | HTT cytoprotect | L3MBTL1 inh | Tau fluor counter | RECQ1 inh
31 | 0%[0.074 µM] | . | -4% | -16%
32 | . | . | -19% | .
33 | 26%[10 µM] | 3% | -17% | i
34 | -12%[10 µM] | -6% | -25% | -8%
35 | . | 11% | 5% | -10%
36 | -61%[inhibitor] | -12% | -21% | -6%
37 | . | -2% | -16% | i
38 | 8%[10 µM] | -2% | -3% | -7%
39 | 21%[10 µM] | 0% | 1% | -2%
40 | 7%[10 µM] | . | -5% | 2%
41 | -21%[10 µM] | -7% | -3% | i
42 | -23% | 5% | -11% | -5%
43 | -47%[inhibitor] | 13% | 3% | -7%
44 | . | . | -3% | .
45 | 17%[10 µM] | -28% | -12% | -3%

# Grouped by structure: those above with a cyano group
nr | Molecule | TRb-SRC2 inh | Tau FP inhib | Tau ThT inhib | TR SRC2 fluor cs
22 | CCOC(=O)C1=C(C)OC(N)=C(C#N)C1c1cccc(C)c1 (stereo unspecified) | 17%[53 µM] | -9% | ? | -3%[53 µM]
33 | CCOC(=O)C1=C(C)OC(N)=C(C#N)C1c1cc2cc(C)ccc2nc1N1CCCCC1 (stereo unspecified) | 9% | -12% | ? | -4%

nr | HTT cytoprotect | L3MBTL1 inh | Tau fluor counter | RECQ1 inh
22 | 0%[10 µM] | -2% | -5% | 15%
33 | 26%[10 µM] | 3% | -17% | i

# Carrying on:
nr | Molecule | TRb-SRC2 inh | Tau FP inhib | Tau ThT inhib | TR SRC2 fluor cs
46 | FC(F)(F)Sc1ccc(NC(=S)NCc2ccccc2)cc1 | 0% | ? | 1% | -2%
47 | O=C(NNC(=O)C1CCN(S(=O)(=O)c2ccc(Cl)cc2)CC1)c1ccc(S(=O)(=O)N2CCCCC2)cc1 | -4% | -13% | 0% | 1%
48 | Cc1nnc(N2CCN(c3ccccc3)CC2)[nH]c1=O | 1% | 5% | -7% | -8%
49 | O=C(/C=C/c1ccc(Cl)c(Cl)c1)NC1=NCCS1 | 3% | -3% | -4% | 0%
50 | CC(C)N1CCC(=NNC(=O)c2ccc(Br)o2)CC1 | -2% | -3% | -16% | -2%

nr | HTT cytoprotect | L3MBTL1 inh | Tau fluor counter | RECQ1 inh
46 | 35%[10 µM] | 28% | ? | -1%
47 | 10%[10 µM] | 6% | -6% | -9%
48 | -7% | . | 9% | -5%
49 | 2%[10 µM] | 1% | -4% | i
50 | -7% | -2% | -3% | -14%
